LGR2 inh: Drosophila LGR2 receptor signaling inhibition | HEK293 LGR2, CRE-luciferase, bursicon-stimulated, 4 h | inhibition, % at 9.99 µM | 380,000 compounds, 0.35% hits;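 active = drop in luminescence signal, shown as inhibition above about 50% in the replicate tests, limit read from the data, passing the limit was not always enough; inconclusive = probably only some replicates passing the limit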;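 note: agonist challenge used bursicon conditioned medium at about half maximal strength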
EWS-Fli block: blocks EWS/Fli oncoprotein-driven transcription; A673 NR0B1-luciferase reporter, viability-normalised; inhibition, % at 12.6 µM; 350,000 compounds, 0.67% hits; AID 651661;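 active = mean inhibition of at least 50% after viability correction, with every replicate also passing that limit; inconclusive = mean reaches 50% but only one of two replicates passes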;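 note: firefly luciferase signal divided by Alamar Blue viability fluorescence both relative to DMSO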
SIRT5 block: blocks human SIRT5 desuccinylation of peptide. inhibition, % at 15 µM. 330,000 compounds, 1.1% hits. Purified SirT5, succinyl-peptide AMC, trypsin-coupled fluorescence. Q9NXA8; in the data active = inhibition above about 15%; inconclusive = no clear call, values can overlap the other calls
Target sequence (Q9NXA8 whole entry, looked up): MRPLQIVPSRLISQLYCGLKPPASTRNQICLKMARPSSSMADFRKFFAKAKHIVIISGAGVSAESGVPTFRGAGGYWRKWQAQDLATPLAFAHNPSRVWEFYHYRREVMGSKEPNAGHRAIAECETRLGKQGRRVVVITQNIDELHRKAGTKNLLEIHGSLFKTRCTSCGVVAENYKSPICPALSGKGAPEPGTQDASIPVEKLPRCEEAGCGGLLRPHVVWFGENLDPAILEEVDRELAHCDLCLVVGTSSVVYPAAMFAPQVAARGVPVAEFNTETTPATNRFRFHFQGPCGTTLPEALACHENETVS
CASP6 VEID inh: blocks human caspase-6 cleavage activity; inhibition, % at 12.5 µM; purified caspase-6, Z-VEID-R110 cleavage fluorescence; AID 686996; 350,000 compounds, 0.53% hits;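 active = mean inhibition across replicates at least about 35%, with every replicate also reaching that limit, limit read from the data; inconclusive = only one of the two criteria met; inactive = neither criterion met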;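 note: 0% = median of neutral control wells and 100% = no fluorescence left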
Target sequence (P55212 24-179 limits assumed): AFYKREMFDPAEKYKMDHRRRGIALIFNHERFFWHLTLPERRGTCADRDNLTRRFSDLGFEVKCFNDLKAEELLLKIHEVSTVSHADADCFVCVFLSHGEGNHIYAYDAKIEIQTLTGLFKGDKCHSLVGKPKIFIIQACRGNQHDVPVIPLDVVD
Target sequence (P55212 194-293 limits assumed): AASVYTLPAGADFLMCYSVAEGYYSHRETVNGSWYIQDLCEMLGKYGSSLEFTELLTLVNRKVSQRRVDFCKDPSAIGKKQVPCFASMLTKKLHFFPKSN
ARNT TACC3 PPI: ARNT/TACC3 interaction disruption. Q9Y6A5. AlphaScreen His-ARNT PAS-B/GST-TACC3 binding, luminescence; TACC3 fragment carries E629A point mutation. inhibition, % at 9.99 µM. 390,000 compounds, 0.66% hits. AID 623870;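 active = mean inhibition of replicates at least 50% and at least half of replicates each reaching 50%; inconclusive = half or more replicates reach 50% but mean below 50%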;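 note: 0% = complete ARNT plus TACC3 wells and 100% = ARNT alone without TACC3; many hits fall short of the cut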
PAX8 inh HTS: lowers PAX8-driven luciferase in RMG-I cells. 360,000 compounds, 1.2% hits. AID 652154. inhibition, % at 12.6 µM. RMG-I TPO-luciferase reporter, SteadyGlo, 24 h;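 active = mean replicate inhibition at least 60% with every replicate also reaching 60%; inconclusive = only one of the two criteria is met; inactive = mean below 60% and not all replicates reaching 60%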;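 note: luciferase light reporting Pax8 driven TPO promoter activity; plate controls were median of neutral control wells for no effect and mitoxantrone controls for full effect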
DENV2 CPE: DENV2-induced cell death inhibition | DENV2-infected cells, cytopathic effect rescue, plate reader | CPE inhibition, % at 9.99 µM | 350,000 compounds, 1.7% hits | AID 651640; in the data active = CPE inhibition above about 20%, passing the limit was not always enough; inconclusive = no clear call, values can overlap the other calls; tested in BHK-21 cells;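 note: 0% = median of neutral control wells and 100% = median of positive control wells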
Starred values were filed as active, the others as inactive; ? = inconclusive; · = not tested or not shown.

SMILES	LGR2 inh	EWS-Fli block	SIRT5 block	CASP6 VEID inh	ARNT TACC3 PPI	PAX8 inh HTS	DENV2 CPE
c1ccc(COc2ccc(-c3cc4nc(NCCCn5ccnc5)ccn4n3)cc2)cc1	24	-9	6	-9	·	-33	-7
CCCC#Cc1ccc([C@H]2[C@@H](CO)N3C(=O)CN(C(=O)c4ccccc4)C[C@@H]23)cc1	3	·	-1	1	·	·	13
O=C(c1cnccn1)N1CC(=O)N2[C@H](CO)[C@H](c3ccc(C#CC4CCCC4)cc3)[C@H]2C1	7	22	-2	0	·	8	?
COC(=O)C[C@@H]1CC[C@H]2[C@@H](COc3ccc(NC(=O)c4ccc(F)cc4)cc3C(=O)N2C)O1	-4	-13	5	-2	-3	0	5
NS(=O)(=O)c1ccc(NC(=S)NC2CCCC2)cc1	5	·	·	·	-4	-14	·
CCOc1ccc2nc(SC(CC)C(=O)Nc3cc(C)on3)sc2c1 (stereo not given)	33	·	-3	3	-5	·	·
COc1ccc(CCNC(=O)c2cc3sccc3n2C)cc1OC	1	-1	-1	3	2	·	-3
COc1cccc(NC(=O)C2(C)CCN2Cc2ccc(-c3ccccc3)o2)c1 (stereo not given)	-1	2	·	1	·	23	6
CCn1c(=O)cc(OCC(=O)NCc2cccs2)c2ccccc21	-7	11	-2	1	-2	1	-1
COC(C[C@@H]1O[C@@H]1[C@@H](O)[C@H](C)OCc1ccccc1)OC	-1	-17	-3	0	-30	-16	-2
COc1ccccc1NC(=O)CC1S/C(=N/N=C2\CCCc3ccccc32)NC1=O (stereo not given)	-8	10	-5	-1	3	44	1
CCC(=O)NC[C@@H]1[C@@H](c2ccc(-c3ccccc3)cc2)[C@@H](CO)N1C(=O)C1CC1	-9	-11	·	·	-8	-10	·
Cc1nc(Nc2ccc(Cl)cc2Cl)sc1C(=O)Nc1ccccc1	-18	-7	0	1	-7	7	2
CC1CC(C)CN(S(=O)(=O)c2ccc(NC(=O)[C@@H]3CCCN3C(=O)c3cccs3)cc2)C1 (stereo not given in full)	-1	12	0	-1	-4	4	?
O=C(Cn1cnc2c(nnn2Cc2ccc(Cl)cc2)c1=O)c1ccccc1	4	2	-5	0	-3	18	8
CN1c2ccc(C#Cc3cccnc3)cc2[C@@H]2[C@@H](CCN2C(=O)CN2CCOCC2)[C@H]1CO	-24	-8	·	·	23	-7	10
COc1ccc(C2SCC(=O)N2c2ccccc2)cc1 (stereo not given)	-7	2	1	-4	-3	3	8
CC(C)(C)c1ccc(OCc2ccc(C(=O)NCc3cccnc3)o2)cc1	-81	-29	1	3	1	-116	·
Cc1cc(C)c2cc(CN(CCCN(C)C)C(=S)NCc3ccccc3)c(=O)[nH]c2c1	5	3	-8	-3	1	6	6
CC(=O)c1ccc(NC(=O)CN2c3cccc4cccc(c34)S2(=O)=O)cc1	-17	-2	-1	3	12	·	6
COc1cccc(N/C(=N/C(=S)Nc2ccc(C)cc2C)Nc2nc(C)cc(C)n2)c1	-19	-13	-4	1	4	7	-5
CCN(CC)CCSc1nnc2c3ccccc3n(CCc3ccccc3)c2n1	4	14	-5	-3	3	-2	-3
COc1ccc2sc(-c3ccccc3OC)c(-c3ccc(OCCN(C)C)cc3)c2c1	5	15	-1	-13	9	12	0
C[C@@H]1CN([C@@H](C)CO)C(=O)c2cc(C3=CCCCC3)cnc2O[C@@H]1CN(C)C(=O)Cc1ccncc1	19	-3	-1	19	3	2	?
O=C(NNC(=O)c1ccccc1Cl)c1cccnc1	24	-13	-6	2	0	-16	1
O=C(NC1CCCC1)c1ccc(Cn2c(=O)[nH]c3ccsc3c2=O)cc1	-6	-34	1	1	3	-8	2
O=C(N[C@H]1CC[C@H](CCNS(=O)(=O)c2ccc(F)cc2)O[C@@H]1CO)C1CCC1	-39	-3	-3	-1	-11	14	4
COc1ccc(S(=O)(=O)Nc2ccc3c(c2)C(=O)N([C@H](C)CO)C[C@H](C)[C@@H](CN(C)C(=O)c2ccncc2)OCCCC[C@@H](C)O3)cc1	-12	-16	3	3	-12	-18	-4
CCCC(=O)Nc1ccc2c(c1)C(=O)N(C)C[C@H](OC)[C@H](C)CN(Cc1ccccc1F)[C@@H](C)CO2	17	9	-7	-1	-6	·	7
O=C(NCc1ccc(Cl)cc1)C(=O)c1cn(CC(=O)N2CCOCC2)c2ccccc12	-9	·	2	0	13	-12	6
COc1ccc(NC(=O)CN(C)C(=O)c2ccccc2OCC(=O)Nc2cccc(C(F)(F)F)c2)cc1	4	5	0	3	-3	-10	-2
Cc1ccc(OCC(O)CN2CCOCC2)cc1C (stereo not given)	-9	-8	-6	0	-3	-53	3
CCOc1ccccc1NC(=O)NNC(=O)CCc1ccc(OC)cc1	3	11	0	1	-3	9	-4
CN1C(=O)c2cc(NC(=O)c3cnccn3)ccc2OC[C@H]2O[C@@H](CC(=O)N[C@@H]3CCN(Cc4ccccc4)C3)CC[C@H]21	4	1	4	-2	-1	1	-10
O=C(CNC(=O)C1CCCCC1)NNC(=O)c1ccc(Cl)cc1Cl	-2	-8	-2	2	0	·	-3
COc1ccc(-n2cc(-c3ccccc3)c3c(=O)[nH]cnc32)cc1	10	13	-2	1	·	-27	3
C[C@H](CO)N1C[C@H](C)[C@@H](CN(C)C(=O)Nc2ccc(C(F)(F)F)cc2)OCCCC[C@H](C)Oc2ccc(NS(=O)(=O)c3ccccc3)cc2C1=O	-1	-3	2	-2	-2	-10	41*
C[C@H]1CN([C@@H](C)CO)C(=O)c2c(c3ccccc3n2C)-c2ccccc2CO[C@H]1CN(C)Cc1ccccc1C(F)(F)F	16	6	-8	-2	·	-13	3
C/C(N)=C(/C#N)C(=O)CSc1nc2ccccc2n1CC(C)C	11	11	0	9	-4	12	-2
Cc1cc(OCC(=O)OCC(=O)NCc2ccco2)ccc1Cl	-8	-7	-1	3	1	-7	-5
Cc1ccc(S(=O)(=O)Nc2ccc3c(c2)C(=O)N([C@H](C)CO)C[C@H](C)[C@@H](CN(C)S(=O)(=O)c2cn(C)cn2)OCCCC[C@@H](C)O3)cc1	11	-11	-3	2	-8	-9	-1
Cc1ccc(NC(=O)c2cc(S(=O)(=O)N3CCCCC3)c[nH]2)cc1F	9	8	·	-1	-4	-20	-8
C[C@H](CO)N1C[C@H](C)[C@@H](CN(C)Cc2ccc(C(=O)Nc3ccccc3N)cc2)Oc2ccc(NC(=O)Nc3cccc4ccccc34)cc2C1=O	-2	-8	·	0	-13	·	12
O=S(=O)(O)C(c1ccccc1)C1(O)CCCCC1 (stereo not given)	-22	3	·	-4	-37	5	1
COc1ccc2oc(C(=O)OCC(=O)N(C)CC(=O)Nc3ccc(F)cc3)c(C)c2c1	-6	3	-12	4	-9	8	-13
COc1ccc(-c2cnc(C(O)c3ccc(CN4CCCCC4)cc3)[nH]2)cc1 (stereo not given)	17	-5	·	-24	·	4	9
CN1OC[C@@H]2CN(C(=O)C(C)(C)C)[C@H](c3cccc(Oc4ccccc4)c3)C[C@@H]21	0	-15	0	-2	·	-11	-6
O=C(NCC(=O)N(Cc1cccs1)C(C(=O)NC1CCCC1)c1ccncc1)c1ccco1 (stereo not given)	6	·	-4	6	7	-3	·
COc1ccc(S(=O)(=O)Nc2ccc3c(c2)CC(=O)N([C@H](C)CO)C[C@@H](C)[C@H](CN(C)S(=O)(=O)c2c(C)noc2C)O3)cc1	-7	7	2	3	-6	·	-6
CCCNC(=O)C[C@H]1C[C@H]2c3cc(NC(=O)Cc4ccncc4)ccc3O[C@H]2[C@H](CO)O1	5	12	·	·	4	-4	1
COc1cc(/C=N/NC(=O)c2ccc(N)cc2)ccc1OC(=O)c1cccc(C)c1	5	·	-1	-4	-9	-14	-6
O=C(Nc1ccnn1C1CCN(CCCc2ccccc2)CC1)c1ccccc1Cl	-6	10	-3	-7	1	·	-6
Cn1nc2c3ccccc3n(Cc3ccc(F)cc3)c2nc1=S	-9	4	-1	-3	-1	-8	-2
O=C(COC(=O)CNC(=O)c1ccc(Cl)cc1Cl)NC1CCCCC1	-1	-9	0	-2	·	-23	0
Cc1ccc(OS(=O)(=O)c2cn(C)c(=O)n(C)c2=O)cc1C	-2	-11	-2	7	-7	13	-5
CCOC(=O)C1(CCC(=O)OCc2ccccc2)CCCCC1=O (stereo not given)	-9	-5	3	-2	-6	3	0
COCCNC(=S)N/N=C(\C)c1cccc([N+](=O)[O-])c1	-1	-5	-2	-4	·	-3	5
C[C@@H]1CN([C@@H](C)CO)C(=O)c2c(c3ccccc3n2C)-c2ccccc2CO[C@H]1CN(C)C(=O)CCC(F)(F)F	-5	17	2	-1	-9	-9	-5
OC[C@@H]1[C@@H](c2ccc(/C=C/c3ccccc3)cc2)[C@H]2CN(Cc3ccncc3)CCCCN12	-18	-17	-2	-2	7	-81	-26
COc1ccc(NC(=O)N(C)C[C@@H]2Oc3ncc(C#Cc4ccc(OC)c(OC)c4)cc3C(=O)N([C@H](C)CO)C[C@@H]2C)cc1	-6	28	9	1	-1	-9	19

3 compounds drawn at random from the list so far, as already listed:
SMILES	LGR2 inh	EWS-Fli block	SIRT5 block	CASP6 VEID inh	ARNT TACC3 PPI	PAX8 inh HTS	DENV2 CPE
O=C(Nc1ccnn1C1CCN(CCCc2ccccc2)CC1)c1ccccc1Cl	-6	10	-3	-7	1	·	-6
COc1ccc(S(=O)(=O)Nc2ccc3c(c2)CC(=O)N([C@H](C)CO)C[C@@H](C)[C@H](CN(C)S(=O)(=O)c2c(C)noc2C)O3)cc1	-7	7	2	3	-6	·	-6
CCOC(=O)C1(CCC(=O)OCc2ccccc2)CCCCC1=O (stereo not given)	-9	-5	3	-2	-6	3	0

The list goes on:
SMILES	LGR2 inh	EWS-Fli block	SIRT5 block	CASP6 VEID inh	ARNT TACC3 PPI	PAX8 inh HTS	DENV2 CPE
N#CC1=C(N)NC(=S)C(C(N)=O)C1c1ccc(Cl)cc1Cl (stereo not given)	69*	-8	4	-1	·	17	3
c1ccc(CSc2ccc(-c3cccnc3)nn2)cc1	-34	-83	-2	1	·	-170	-2
CC(=O)c1ccc(NC(=O)CSc2nc3nn(-c4ccccc4)c(=O)c-3c3n2CCCCC3)cc1	12	0	0	0	-9	-4	?
CCCS(=O)(=O)n1nc(-c2ccc(C)cc2)cc1N	-29	-27	-3	-2	-9	-59	-3
CCOc1ccc(NC(=O)CNC(=O)c2cccs2)cc1	-17	-16	-1	0	-7	-28	?
CCOC(=O)/C(C)=N/NC(=O)c1cccc([N+](=O)[O-])c1	-17	7	1	-3	3	-10	-18

In the list so far, five have two or more sulfur atoms:
SMILES	LGR2 inh	EWS-Fli block	SIRT5 block	CASP6 VEID inh	ARNT TACC3 PPI	PAX8 inh HTS	DENV2 CPE
NS(=O)(=O)c1ccc(NC(=S)NC2CCCC2)cc1	5	·	·	·	-4	-14	·
CCOc1ccc2nc(SC(CC)C(=O)Nc3cc(C)on3)sc2c1 (stereo not given)	33	·	-3	3	-5	·	·
CC1CC(C)CN(S(=O)(=O)c2ccc(NC(=O)[C@@H]3CCCN3C(=O)c3cccs3)cc2)C1 (stereo not given in full)	-1	12	0	-1	-4	4	?
Cc1ccc(S(=O)(=O)Nc2ccc3c(c2)C(=O)N([C@H](C)CO)C[C@H](C)[C@@H](CN(C)S(=O)(=O)c2cn(C)cn2)OCCCC[C@@H](C)O3)cc1	11	-11	-3	2	-8	-9	-1
COc1ccc(S(=O)(=O)Nc2ccc3c(c2)CC(=O)N([C@H](C)CO)C[C@@H](C)[C@H](CN(C)S(=O)(=O)c2c(C)noc2C)O3)cc1	-7	7	2	3	-6	·	-6
